Source: PubChem BioAssay
M. tuberculosis HTS – M. tuberculosis growth inhibition, HTS (AID 449762); inhibition, % at 25 µM; hits with a dose series show IC50 in µM; 330,000 tested, 0.59% active; M. tuberculosis H37Rv growth inhibition, 7H9 media; higher % means a stronger effect; in the data active = a potency from the dose series; inconclusive = inhibition above about 70% without an active follow-up result;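 also: bacterial growth assessed after seven days of incubation; strong numbers were not always called active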
tuberculosis growth – growth inhibition of non-replicating M. tuberculosis (AID 488890). Mycobacterium tuberculosis non-replicating, growth inhibition; higher % means a stronger effect. inhibition, % at 25 µM; hits with a dose series show IC50 in µM. 320,000 tested, 0.39% active; in the data active = a potency from the dose series; inconclusive = inhibition mostly from about 82% at the one dose, without a potency; inactive = the rest, 99 in 100 with inhibition below about 76%;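 also: plate controls were DMSO cells for no effect and high antibiotic wells for full effect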
influenza NS1A – H1N1 influenza NS1A inhibitors, functional cell based assay (AID 504329). NS1A functional cell-based assay, percent inhibition; higher % means a stronger effect. inhibition, % at 12.5 µM; hits with a dose series show IC50 in µM. 340,000 tested, 0.3% active; in the data active = a potency from the dose series; inconclusive = inhibition above about 27% without an active follow-up result; also: strong numbers were not always called active
inhibitors of VEEV – inhibitors of VEEV TC-83 cytopathic effect, confirmation, Vero cells (AID 588727); inhibition, % at 20 µM, or IC50 in µM where a hit was titrated; 350,000 tested, 0.13% active; Vero cells, VEEV TC-83 cytopathic effect inhibition; higher % means a stronger effect; in the data active = a potency from the dose series; inconclusive = inhibition mostly from about 14% at the one dose, without a potency; inactive = the rest, 99 in 100 with inhibition below about 12%; also: strong numbers were not always called active
Salmonella PhoP GFP – PhoP regulon inhibitors, Salmonella typhi PhoP promoter GFP reporter, confirmatory (AID 1850); Salmonella Typhi PhoP-promoter GFP reporter, fluorescence, 4 h; higher % means a stronger effect; inhibition, % at 50 µM, or IC50 in µM where a hit was titrated; 310,000 tested, 0.33% active; in the data active = a potency from the dose series; inconclusive = inhibition mostly from about 25% at the one dose, without a potency; inactive = the rest, 99 in 100 with inhibition below about 19%;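 also: 0% = induced wells with vehicle and 100% = uninduced wells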
inhibitors of VEEV 10K pilot screen – also measured in inhibitors of VEEV; calls as there; inhibition, %; measured here: 10K pilot screen inhibition
* hit, by the source's call; i = inactive; u = inconclusive; x = not tested or not shown.

SMILES	M. tuberculosis HTS	tuberculosis growth	influenza NS1A	inhibitors of VEEV	Salmonella PhoP GFP	others
CC(C)(C)C(=O)OCCn1c(=O)c2cc3c(=O)n(CCOC(=O)C(C)(C)C)c(=O)c3cc2c1=O	-2%	0%	-1%	0.5%	1%
CCCCc1nn2c(N)c(/C=C3\C=Nc4ccccc43)c(=O)nc2s1	8%	12%	4%	11%	-5%
COc1cc(OC)c(NC(=S)NCc2ccc(F)cc2)cc1Cl	-3%	u	7%	1.7%	-4%
O=C(NC(=S)N1CCN(c2ccc([N+](=O)[O-])cc2)CC1)c1ccccc1F	2%	25%	-4%	i	10%
Cc1cc(C)c2nc(Cl)c(C3NC(=O)c4ccccc4N3)cc2c1 (centres undefined)	5%	6%	1%	0.9%	11%
Cc1csc(NC(=O)CSCc2c(C)noc2C)n1	-8%	4%	-11%	2.7%	5%
Cc1ccc2[nH]c(=O)c(CN(Cc3ccco3)C(=O)c3ccncc3)cc2c1	0%	8%	-2%	6.2%	9%
O=[N+]([O-])c1cnn(-c2nc(-c3ccccc3)cc(C(F)(F)F)n2)c1	1%	-7%	23%	i	-1%
C=CCN(CC=C)C(=O)c1c(OC)cccc1OC	-2%	-15%	5%	1.3%	-1%
O=S1(=O)N=C(N(CCO)/N=C/c2ccncc2)c2ccccc21	6%	-8%	3%	0.1%	4%
Cc1nnc(SCC(=O)N2CCc3ccccc3C2)n1-c1ccccc1	1%	-17%	9%	0.3%	2%
Cc1cccc(Nc2nc(N)c([N+](=O)[O-])c(N3CC(C)CC(C)C3)n2)c1 (centres undefined)	9%	40%	7%	3.8%	-6%
O=C(N/N=C/c1ccccc1[N+](=O)[O-])c1cnccn1	-6%	33%	-23%	1.4%	-21%
Cc1cc(C)n2nc(SCCC(=O)NCc3ccccc3)nc2n1	0%	-8%	-2%	i	11%
O=C(NC(CO)C(=O)OCc1ccccc1)OCc1ccccc1 (centres undefined)	x	x	1%	1.2%	x
CCN(Cc1ccccc1)S(=O)(=O)c1cc(C(=O)NCC2CCCCC2)ccc1OC	1%	19%	-8%	i	1%
CCOc1ccccc1N1C(=O)CC(Sc2nccc(C)n2)C1=O (centres undefined)	6%	19%	-7%	0.6%	-6%
O=C(CSc1nnc(NC(=O)c2ccco2)s1)Nc1ccccc1Cl	-8%	-6%	-7%	3.0%	0%
CCOc1ccc(C2=Nn3c(nnc3-c3cccnc3)SC2)cc1	16%	8%	-4%	1.1%	-9%
CCCC(=O)Nc1ccc(C(=O)n2nnc3ccccc32)cc1	5%	19%	-4%	2.6%	4%
CC(C)CC(NC(=O)C1CCC(=O)N1C(=O)OCc1ccccc1)C(=O)NC(Cc1ccccc1)C(N)=O (centres undefined)	-1%	3%	-10%	1.2%	0%
CN(C(=O)CN1C(=O)S/C(=C\c2ccccc2)C1=O)C1CCS(=O)(=O)C1 (centres undefined)	0%	-9%	0%	1.5%	-5%
C/C(CC(=O)Nc1cc(C)ccn1)=N\NC(=O)C(=O)NC(C)C	-7%	-12%	x	0.8%	6%
Cc1cc(C)n2nc(C(=O)NC(c3ccccc3)c3ccccc3)nc2n1	-9%	-3%	-4%	0.1%	2%
O=C(Nc1cccc2cccnc12)c1ccc2c(c1)OCCO2	37%	x	2%	4.2%	-7%
Following part:
SMILES	M. tuberculosis HTS	tuberculosis growth	influenza NS1A	inhibitors of VEEV	Salmonella PhoP GFP	others
O=C(CN1C(=O)NC2(CCCCCC2)C1=O)Nc1ccc(Cl)cc1Cl	-4%	36%	-1%	0.9%	x
COCCN(C(=O)COC(=O)CCOc1cc(C)ccc1C)c1c(N)n(Cc2ccccc2)c(=O)[nH]c1=O	x	x	-6%	2.4%	x
CS(=O)(=O)Nc1cccc(C2=NN(S(=O)(=O)c3ccc(F)cc3)C(c3cccs3)C2)c1 (centres undefined)	-6%	9%	1%	4.3%	-19%
CCc1nnc(NC(=O)CSc2nnc(COc3ccccc3C)o2)s1	-5%	75%	-8%	6.4%	2%
CCOc1ccc(S(=O)(=O)N2CCC(C(N)=O)CC2)c2ccccc12	-6%	9%	-4%	1.0%	-8%
COc1ccc(CN(C)CC(=O)Nc2sc3c(c2C#N)CCC3)c(OC)c1	2%	6%	-1%	0.2%	-1%
c1ccc2c(-c3nnc(SCc4cn5ccccc5n4)o3)c[nH]c2c1	7%	15%	1%	7.8%	14%
C[C@H](CO)N1C[C@H](C)[C@@H](CN(C)CC2CCCCC2)Oc2ccc(NS(C)(=O)=O)cc2C1=O	-5%	4%	8%	0.2%	x
Cc1ccc(NC(=O)C2CCN(S(=O)(=O)c3ccc4ccccc4c3)CC2)nc1	x	x	-10%	8.9%	x
Cc1ccc(C2=NS(=O)(=O)N(C)C(C(=O)NCc3ccc4c(c3)OCO4)=C2)cc1	7%	47%	5%	1.9%	-9%	inhibitors of VEEV 10K pilot screen=0.6
CCC(=O)NC(=S)Nc1cccc(NC(=O)c2ccccc2Cl)c1	9%	17%	-7%	4.0%	-9%
Cc1ccc(-n2c(N)c(C(=O)Nc3ccccc3F)sc2=S)cc1C	8%	11%	4%	1.4%	5%
O=C1OCCC1Sc1nnc(-c2ccc3c(c2)OCO3)o1 (centres undefined)	-8%	0%	-8%	1.8%	0%
CCN1CCN(c2cc(C(C)C)nc3c(-c4ccccc4)c(C)nn23)CC1	17%	66%	x	u	-9%
CCOc1ccc(-c2nnn(CC(=O)N3CCN(c4ccc(F)cc4)CC3)n2)cc1OCC	-1%	6%	-2%	0.7%	18%
CCN=C1SC(C(=O)Nc2cccc(OCC)c2)CC(=O)N1CC (centres undefined)	6%	0%	5%	1.0%	-2%
Cc1cc(=O)[nH]c2n[nH]c(-c3ccccc3)c12	-4%	10%	-13%	1.5%	-5%
O=C(COC(=O)c1c(F)cccc1F)Nc1ccc2c(c1)OCO2	x	x	-5%	0.4%	x
CCOc1ccc(C2C([N+](=O)[O-])=C(C)N(C)C(=O)N2C)cc1OC (centres undefined)	13%	37%	10%	0.7%	3%
CC(C)OC(=O)CSc1nnc(CNc2cccc(Cl)c2)n1C	62%	u	4%	0.5%	-18%
CCOCC(=O)Nc1nnc(COCC)s1	3%	6%	3%	i	1%
CCC(C)N1CCN(C(=O)c2cc(OC)cc(OC)c2)CC1 (centres undefined)	6%	0%	-5%	6.7%	-6%
O=C1COc2ccc(S(=O)(=O)CCC(=O)N3CCN(c4ccccc4)CC3)cc2N1	-10%	-5%	6%	4.5%	-1%
CC(C)=CCN1CCN(Cc2ccc(C#CC(C)(C)O)cc2)CC1CCO (centres undefined)	-4%	34%	1%	0.1%	-1%	inhibitors of VEEV 10K pilot screen=0.0
CCCNc1nc(-c2cc(C(=O)Nc3ccccc3)on2)cc(C(C)C)n1	35µM*	5%	-4%	0.6%	-9%

Overlap with the part before: 4 entries, then new ones.
SMILES	M. tuberculosis HTS	tuberculosis growth	influenza NS1A	inhibitors of VEEV	Salmonella PhoP GFP	others
CCC(C)N1CCN(C(=O)c2cc(OC)cc(OC)c2)CC1 (centres undefined)	6%	0%	-5%	6.7%	-6%
O=C1COc2ccc(S(=O)(=O)CCC(=O)N3CCN(c4ccccc4)CC3)cc2N1	-10%	-5%	6%	4.5%	-1%
CC(C)=CCN1CCN(Cc2ccc(C#CC(C)(C)O)cc2)CC1CCO (centres undefined)	-4%	34%	1%	0.1%	-1%	inhibitors of VEEV 10K pilot screen=0.0
CCCNc1nc(-c2cc(C(=O)Nc3ccccc3)on2)cc(C(C)C)n1	35µM*	5%	-4%	0.6%	-9%
Cc1csc(CNC(=O)c2cc(COc3c(C)cccc3C)on2)n1	6%	-6%	3%	i	1%
Cc1ccc(/C=C/c2nnc(-c3ccccc3)o2)cc1	-12%	48%	6%	0.7%	1%
CC1CCN(C(=O)Cn2cc(C(F)(F)F)ccc2=O)c2ccccc2S1 (centres undefined)	6%	14%	-26%	0.0%	x
c1ccc2nc3c(nc2c1)CCCC3	0%	-17%	-7%	i	3%
CCOC(=O)C1CCN(C(=O)COc2ccc(S(=O)(=O)N3CCCC3)cc2C)CC1	-11%	-5%	2%	0.9%	-2%
COc1ccccc1N1CCN(C(=O)CN2C(=O)C3CCCCC3C2=O)CC1 (centres undefined)	0%	-14%	-15%	i	-5%
O=S(Cc1ccc(Br)cc1)Cc1nnc(SCc2c(F)cccc2Cl)n1-c1ccccc1 (centres undefined)	8%	1%	2%	6.2%	-3%
O=C1c2ccccc2C(=O)N1CC(=O)N1c2ccccc2CCc2ccccc21	-4%	1%	5%	0.4%	2%
COc1ccc(-c2nc3scc(-c4ccc(OC)c(OC)c4)c3c(=O)o2)cc1	12%	-5%	5%	i	6%
O=C(NCc1ccc(Cl)cc1)C(=O)NCC1OCCN1C(=O)c1cccs1 (centres undefined)	4%	9%	-4%	i	-2%
Cc1cc(C)c2c(CCl)cc(=O)oc2c1	u	u	x	u	0%
CCOc1ccc(Nc2cc3n(c(=O)n2)CCc2cc(OC)c(OC)cc2-3)cc1	19%	7%	-21%	7.5%	0%
CCCc1cc(=O)[nH]c(SCc2ccc(Cl)cc2)n1	4%	21%	16%	2.7%	10%
CC(=O)Nc1cccc(OCC(=O)Nc2ccccc2)c1	x	x	3%	0.9%	-4%
CCCn1c2ccc(C)cc2c2nnc(SCCN3CCCCC3)nc21	x	x	4%	i	x
O=C(CCN1C(=O)c2ccccc2S1(=O)=O)Nc1ccc2c(c1)OCCO2	-4%	-9%	-9%	i	-12%
CCN(c1ccccc1)S(=O)(=O)c1ccc(C(=O)N2CCN(c3ccccc3)CC2)cc1	-2%	18%	8%	2.6%	x
OC1C2CCC(C2)C1CN1CCOCC1 (centres undefined)	x	x	2%	0.6%	x
NC(=O)N1CC(O)CC1C(=O)Nc1ccc(Cl)c(Cl)c1 (centres undefined)	3%	-14%	-2%	2.6%	-3%
CCCCS(=O)(=O)N1CCCC(C(=O)Oc2ccccc2)C1 (centres undefined)	2%	61%	-10%	i	4%
CCSc1nncn1/N=C/c1ccc(OC)c(OC)c1	1%	0%	-4%	7.0%	-7%
c1ccc(CCc2nc(-c3ccccc3)no2)cc1	3%	23%	3%	0.7%	1%
CC(C)C(c1nnnn1CC1CCCO1)N1CCN(C2CCCC2)CC1 (centres undefined)	-2%	-4%	-4%	i	2%
O=C(C1CC1)N1CCN(c2ccc([N+](=O)[O-])cc2-n2cccc2)CC1	-5%	28%	4%	i	2%
CCc1cccc(CC)c1NC(=S)N(CCN(C)C)C(C)c1cccnc1 (centres undefined)	-4%	9%	6%	i	-1%

The list goes on, starting with the last four of the part before.
SMILES	M. tuberculosis HTS	tuberculosis growth	influenza NS1A	inhibitors of VEEV	Salmonella PhoP GFP	others
c1ccc(CCc2nc(-c3ccccc3)no2)cc1	3%	23%	3%	0.7%	1%
CC(C)C(c1nnnn1CC1CCCO1)N1CCN(C2CCCC2)CC1 (centres undefined)	-2%	-4%	-4%	i	2%
O=C(C1CC1)N1CCN(c2ccc([N+](=O)[O-])cc2-n2cccc2)CC1	-5%	28%	4%	i	2%
CCc1cccc(CC)c1NC(=S)N(CCN(C)C)C(C)c1cccnc1 (centres undefined)	-4%	9%	6%	i	-1%
COc1ccccc1C1CCCN1Cc1nc(-c2cc3c(cc2Cl)OCO3)oc1C (centres undefined)	u	68%	7%	3.1%	-27%
COc1ccc(OC)c(Nc2nc(N)nc(CSc3nnc(N)s3)n2)c1	2%	-6%	10%	3.4%	1%
COC(=O)N/N=C/c1cc(N=Nc2ccccc2)ccc1O	64%	51%	9%	0.3%	4%
CC1(C)C(=O)Nc2ccccc2N1C(=O)COC(=O)C1CCCCC1	0%	6%	-3%	i	-4%
COc1ccc(-c2ccnc(SCC(=O)Nc3ccccn3)n2)cc1	3%	u	-7%	1.8%	13%
CC(=O)N1CCN(C(=O)c2cc3c(s2)CCC(C)C3)CC1 (centres undefined)	x	x	-2%	5.5%	x
Fc1ccc(C2=NOC(c3nnc(-c4ccccc4)o3)C2)cc1 (centres undefined)	-3%	37%	-11%	0.9%	3%
CNC(=S)N/N=C/c1c(Cl)cccc1Cl	8%	u	-3%	0.3%	-9%
COc1ccc(C(=O)N/N=C(\CCC(=O)O)c2ccc(C(C)(C)C)cc2)cc1OC	2%	8%	-17%	0.3%	-5%
COc1cccc(CNC(=O)c2nnn(CC(=O)Nc3cc(C)ccc3C)c2N)c1	2%	-9%	1%	2.2%	-2%
O=C(c1ccccc1)n1ccn(-c2ccccc2)c1=S	-19%	5%	-5%	i	11%
CCc1noc(C)c1C(=O)N1CCCC(C(=O)c2cc(F)ccc2F)C1 (centres undefined)	-1%	-14%	0%	0.4%	-10%
